High-throughput results as filed in PubChem BioAssay.
HSP90 refold inh – HSP90 inhibitors, primary screen, cell lysate, luminescence; inhibition, % at 5.6 µM; 290,000 tested, 0.91% active; Heat shock protein HSP 90 (rabbit reticulocyte lysate; luciferase refolding); Rabbit reticulocyte lysate, luciferase refolding luminescence, 3 h;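 active = inhibition above the screen-wide mean plus 3 SD, computed separately per campaign, cut at about 16% in these data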;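 note: 0% = DMSO wells and 100% = 60 µM geldanamycin wells; inhibitors lower the luminescence because luciferase stays unfolded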
HSF1 inh – HSF1 inhibitors in luciferase reporter cells, primary screen, cell-based, NIH3T3, luminescence; 300,000 tested, 0.77% active; NIH3T3-HGL HSE-luciferase, MG132-induced, luminescence 8 h; stronger effect = lower value; activity change, negative = inhibition, % at 7.5 µM (by protocol);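 active = more than half of replicate wells show activity change below -50%, luminescence cut by over half; inconclusive = some wells, but at most half, below -50%; inactive = no replicate well below -50%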;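 note: luciferase reports HSF-1 transcriptional activity via heat shock element; 0% = median of DMSO wells and -100% = zero luminescence signal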
Platelet DG rel – inhibitors of platelet dense granule secretion, primary screen, cell-based, MLPCN, human platelets; inhibition, %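 (compounds screened at 7.5 µM in platelet-rich plasma)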; 300,000 tested, 0.22% active; human platelet-rich plasma, SFLLRN dense granule ATP release, luminescence;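 active = mean replicate score, as percent of positive control, at or above 50; inconclusive = mean below 50 but at least one replicate at or above 50; inactive = mean and every replicate below 50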
HIF activator – HIF pathway transcriptional activators, primary screen, cell-based, U2OS HRE-luciferase, luminescence; U2OS HRE-luciferase reporter; normalized: DMSO 0%, desferrioxamine 100%; activation, % at 7.5 µM (by protocol); 300,000 tested, 0.32% active; AID 1910, 2009;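 active = mean activation of at least 10% of the iron chelator positive control signal, with at least half of replicates also reaching 10%; inconclusive = mean and replicate majority disagree about reaching 10%; inactive = mean and most replicates under 10%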
HDAC3 inhib – HDAC3 deacetylase inhibitors, primary screen, biochemical, fluorescence, cell-free homogeneous; Histone deacetylase 3 (Homo sapiens), O15379; recombinant HDAC3, fluorogenic peptide/trypsin coupled; inhibition, % at 8.3 µM; 320,000 tested, 0.15% active; in the data active = inhibition above about 26%, passing the limit was not always enough; inconclusive = no clear call, values can overlap the other calls
Target sequence (O15379 whole entry, looked up): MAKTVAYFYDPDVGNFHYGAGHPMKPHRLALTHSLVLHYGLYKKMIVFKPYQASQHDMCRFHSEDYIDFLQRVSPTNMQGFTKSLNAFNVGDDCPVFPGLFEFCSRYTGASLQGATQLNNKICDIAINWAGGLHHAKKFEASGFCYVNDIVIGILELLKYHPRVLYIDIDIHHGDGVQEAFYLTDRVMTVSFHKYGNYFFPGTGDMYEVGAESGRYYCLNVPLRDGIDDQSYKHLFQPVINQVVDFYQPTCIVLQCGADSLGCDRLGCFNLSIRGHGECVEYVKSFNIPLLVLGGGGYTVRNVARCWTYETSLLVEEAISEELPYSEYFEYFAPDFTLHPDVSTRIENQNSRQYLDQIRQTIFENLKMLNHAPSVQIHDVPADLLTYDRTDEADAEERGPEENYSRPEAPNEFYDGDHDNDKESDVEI
KLF5 inhibitor – KLF5 expression inhibitors, primary screen, DLD-1 cells, luminescence. DLD-1 KLF5 promoter-luciferase reporter. inhibition, % at 5 µM. 290,000 tested, 0.23% active. AID 1700, 2009;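 active = inhibition above a per-plate limit of that plate's mean compound inhibition plus 3 SD, cut at about 60% in these data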;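 note: 0% = DMSO wells and 100% = LY294002 at 200 µM; higher means less KLF5 promoter-driven luciferase light; inactives centre near -14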
aSyn UTR inh – MLPCN primary screen, SNCA 5' untranslated region; alpha-synuclein 5'UTR reporter, inhibitor activity; inhibition, % (tested at 7.5 µM); 300,000 tested, 0.82% active; in the data active = inhibition above about 60%; inconclusive = no clear call, values can overlap the other calls;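 note: H4 neuroglioblastoma cells stably carrying SNCA 5'UTR luciferase fusion; 0% = DMSO wells and 100% = positive control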
IEC-6 tox – cytotoxicity in IEC-6 intestinal epithelial cells, primary screen, cytotoxicity control for KLF5 inhibitor project, cell-based, luminescence; IEC-6 cytotoxicity, luminescence viability; inhibition, % at 5 µM; 290,000 tested, 0.78% active; AID 1825, 2009; in the data active = inhibition above about 22%;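 note: 0% = plate median of test compound wells and 100% = cytotoxic reference compound wells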
HSF-1 act – HSF-1 activators, primary screen, NIH3T3-HGL cells, MG132 stress, luminescence, single point. activation, % at 9 µM. NIH3T3-HGL HSF-1 luciferase reporter, 8 h; 100% = twice DMSO control signal. 300,000 tested, 1.7% active;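 active = mean replicate activation of at least 50% with a set share of replicates each reaching 50%; inconclusive = only one of those two conditions met; inactive = mean below 50% and too few replicates reaching it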;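 note: 0% = median of the neutral control wells and 100% = twice that signal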
AI-2 QS mod – Vibrio harveyi AI-2 quorum sensing modulators, primary screen, JMH597 strain, luminescence/OD600 ratio. Vibrio harveyi JMH597 AI-2 luminescence/OD600 ratio, 9 h; stronger effect = lower value; strain lacks LuxN and CqsS sensors; 0 = neutral-control median. 300,000 tested, 0.4% active. AID 2094, 2009. activity change, % at 7.5 µM; in the data active = activity change below about -75%, passing the limit was not always enough; inconclusive = no clear call, values can overlap the other calls;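 note: luminescence divided by OD600 gain over 9 h not by final OD600 alone; inactives centre near 13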
Active calls of the source: *; u = inconclusive; x = not tested or not shown.

SMILES	HSP90 refold inh	HSF1 inh	Platelet DG rel	HIF activator	HDAC3 inhib	KLF5 inhibitor	aSyn UTR inh	IEC-6 tox	HSF-1 act	AI-2 QS mod
Cc1cc(C)n2nc(C(=O)N/N=C/c3ccccc3C)nc2n1	2	-6	7	-0.4	-6	-30	-21	0	1	19
C/C(=N\NC(=O)c1nnn(-c2nonc2N)c1CN(C)c1ccccc1)c1cccc(O)c1	2	0	-1	0.3	1	-8	21	-1	4	3
O=C(NC1CC1)C1=C[C@@H](c2coc3ccccc3c2=O)C[C@@H](OCCCCO)O1	x	-5	0	0.2	13	x	15	x	-12	5
CN1C(=O)c2cccc(NCCCN3C(=O)c4ccccc4C3=O)c2C1=O	-3	-4	0	-0.1	1	-9	16	-4	5	6
Cc1nnc2ccc(-c3cccc(NS(=O)(=O)c4ccccc4Cl)c3)nn12	x	9	-2	0.1	1	x	37	x	7	1
CC(C)NC(=O)Cn1c(=O)c2c(ncn2Cc2ccccc2)n(Cc2ccccc2)c1=O	1	-6	-1	0.1	-3	-29	9	4	3	15
O=C(/C=C/c1cccnc1)c1ccccc1O	2	19	5	2.4	0	-20	-32	-1	29	4
O=C(Nc1nncs1)c1ccc(N2C(=O)C3C4C=CC(C4)C3C2=O)cc1 (stereo not drawn)	-2	-7	-9	-0.2	2	2	-29	0	8	23
Cc1c(N2C(=O)c3ccc(Br)cc3C2=O)c(=O)n(-c2ccccc2)n1C	-4	2	-1	-0.6	1	-33	-12	0	-6	9
COc1ccccc1NC(=O)NCC1CC1(Cl)Cl (stereo not drawn)	0	-9	-7	0.4	-1	-21	-4	5	17	15
COCCn1nnnc1C(c1cc2cc(OC)ccc2[nH]c1=O)N1CCC(Cc2ccccc2)CC1 (stereo not drawn)	0	6	-3	-0.3	0	-10	22	1	7	19
CCOC(=O)C1(Cc2ccccc2C(F)(F)F)CCN(C(C)CSC)CC1 (stereo not drawn)	0	-2	-33	-0.3	x	-39	2	4	16	30
COc1cccc2cc(-c3nnc(-c4ccccc4)o3)c(=O)oc12	4	-57*	13	1.6	3	-76	-20	1	-54	23
Cc1cc(NS(=O)(=O)c2ccc(Nc3nc(-c4ccc(C)c(C)c4)cs3)cc2)no1	-4	-2	-8	0.3	1	-2	7	3	-7	36
CCOc1ccc(C(=O)N/N=C(/C)C2C(=O)c3ccccc3C2=O)cc1	-5	6	-8	0.1	-2	-39	-27	0	-9	22
CC(C)[C@H](CO)Nc1nc(Nc2ccc(Cl)c(C(=O)O)c2)c2ncn(C(C)C)c2n1	x	-10	-4	-0.2	1	x	9	x	-26	10
S=c1[nH]nc(C2CCCCC2)n1/N=C/c1ccc(Cl)cc1	-3	-11	5	-0.3	-2	-7	32	0	-1	-11
CCOC(=O)c1ccc(NC(=S)N2CCN(S(C)(=O)=O)CC2)cc1	10	-46	-1	0.2	8	3	-13	0	-51	1
CCOc1ccc(-c2nnc(SCC(=O)Nc3ccc4c(c3)c3ccccc3n4CC)n2N)cc1	5	-12	-2	-6.8	1	-2	84*	9	-16	-1
COc1ccc(NC(=O)CCCCn2c(=O)[nH]c3ccccc3c2=O)cc1	-1	0	0	0.6	6	-24	0	-8	11	13
CCN(CC(=O)N1CCOCC1)S(=O)(=O)c1ccc(C)cc1	-3	5	-12	-0.5	-4	-10	21	-2	-5	36
COC(=O)c1cccc(NC(=O)Cn2nnc3ccccc32)c1	-1	4	-3	0.1	-2	-12	-20	7	35	-84*
Cc1cc(=O)oc(C)c1C(=O)Nc1c(C)n(C)n(-c2ccccc2)c1=O	2	-22	-2	0.4	-2	-16	1	0	-26	32
CCOC(=O)C1CCN(C(=O)COc2ccc(S(=O)(=O)N3CCOCC3)cc2)CC1	-5	-7	-1	-0.4	3	-21	5	-8	-9	32
O=C(O)CCC(=O)Nc1ccc(Br)cc1C(=O)c1ccccc1	-1	-23	4	-0.2	3	0	4	2	-40	0
NC(=O)C1CCN(C(=O)Nc2csc3ccccc23)CC1	-3	-5	-3	0.1	-7	-14	-3	4	17	20
COC(=O)C1C(=O)C=C(N2CCOCC2)CC1(C)C (stereo not drawn)	2	1	-2	-0.2	15	-4	5	2	-3	15
O=C(CSc1nc2nc3c(cc2c(=O)n1-c1ccccc1)CCCC3)Nc1ccccc1	1	6	2	-0.1	-1	-9	17	-4	26	12
CCOC(=O)C1(Cc2cccc(OC)c2)CCN(CC2CC=CCC2)CC1 (stereo not drawn)	7	0	19	-1.2	6	4	-46	3	-9	8
O=C(CSCc1ccc(Br)cc1)NCc1ccccn1	3	2	0	0.3	-1	2	15	2	-10	12
N#C/C(=C1/CCCCCN1)c1nc2ccccc2[nH]1	0	5	-2	3.1	12	-38	-127	4	-3	32
Cc1ccc(OC(=O)c2cccc(C(=O)Oc3ccc(C)cc3)n2)cc1	1	-1	-1	-0.2	7	-16	3	1	-28	-13
O=C(Cc1cccs1)NCc1ccco1	6	-8	0	1.8	-1	-26	-1	1	8	15
COc1cccc(/C=N/NC(=O)c2c(C)nc3ccc(Br)cn23)c1O	1	11	-2	32*	6	49	71*	6	-8	12
COc1ccc(Cl)cc1NC(=S)N1CC(C)OC(C)C1 (stereo not drawn)	-2	3	-8	-0.1	7	-6	-9	-1	10	22
Cn1c(CCCNC(=O)c2cccs2)nc2ccccc21	2	-7	1	-0.3	-2	-1	15	4	-4	20
CC(=O)Nc1ccc(S(=O)(=O)N2CCC(N(C)CCC(C)C)CC2)cc1	0	-5	-6	1.4	-2	-23	5	3	-20	12
COc1ccc(N2CCN(/C(=N\S(=O)(=O)c3ccc(C)cc3)Nc3nc(C)cc(C)n3)CC2)cc1	7	-7	0	0.5	2	-9	-3	-5	-3	1
COc1ccc(NC(=O)c2nnn(CC(=O)Nc3ccc4c(c3)OCO4)c2N)c(OC)c1	-4	10	-1	1.0	1	-18	-39	7	6	27
CCOC(=O)NC(=O)/C(N=Nc1ccc(C(F)(F)F)cc1)=C(\C)O	3	14	1	-0.3	4	-19	-10	2	2	10
Cc1cc2nc(CCN(Cc3cccnc3)C(=S)Nc3ccc(F)cc3)[nH]c2cc1C	2	7	1	0.2	-4	-18	16	4	-1	1
Cn1nnnc1SCC(=O)Nc1ccc(Cl)c(S(=O)(=O)N2CCOCC2)c1	0	-11	-1	-0.2	1	4	15	-6	-6	5
CN1CCN(c2ccc(C(=O)c3ccccc3)cc2[N+](=O)[O-])CC1	3	-3	28	0.7	-6	-17	1	-4	-8	6
COc1ccc(CNC(=O)C2CCCN(C(=O)Nc3ccc(OC)cc3)C2)cc1 (stereo not drawn)	3	-10	3	0.9	1	-11	2	-2	14	4
O=C1C2C(c3ccccc3)C=CC(c3ccccc3)C2C(=O)N1c1cccnc1 (stereo not drawn)	1	-1	-2	-0.3	8	-28	11	1	8	15
COc1ccc(CNC(=O)c2ccc3c(=O)n(-c4ccccc4)c(=O)[nH]c3c2)cc1	-6	0	5	-0.1	-1	5	24	0	4	21
COc1ccc(C(=O)NC2=C(C#N)CCC2)cc1OC	1	-8	3	-0.1	3	-3	7	2	8	34
O=C(Nc1ccc2c(c1)OCCO2)c1cc(-c2ccccn2)nc2ccc(Br)cc12	-3	-24	-17	-4.5	6	-23	-22	-5	-25	10
O=C(Cn1nnc(-c2ccc(NC(=O)c3ccccc3F)cc2)n1)NCc1ccc(F)cc1	-9	4	-2	0.4	-16	-33	-66	-4	18	16
COC(=O)[C@H](C)NC(=O)/C=C/c1ccc(OC)cc1	-6	1	2	0.1	19	-1	14	-1	-15	6
O=C1SC(SCc2ccccc2)=N/C1=C\c1ccc(C(=O)O)cc1	-2	0	-6	-0.2	3	-28	2	-5	-9	21
CN(C(=O)C1CCN(S(=O)(=O)c2ccccc2)CC1)c1c(N)n(Cc2ccccc2)c(=O)[nH]c1=O	x	-9	-4	1.1	-1	x	12	x	1	-3
O=C(Nc1cccc(-c2csc(Nc3ccccc3)n2)c1)c1ccccc1	x	13	-2	4.9	-6	x	-142	x	23	11
COC(=O)c1ccc(C2C(C#N)=C(N)Oc3cc(C)n(C)c(=O)c32)cc1 (stereo not drawn)	-1	-7	0	-0.1	0	-33	-24	-5	4	17
Cc1ccc(NC(=O)CS(=O)CC(=O)N(CC(=O)NC(C)(C)C)c2cccc(C)c2C)cc1 (stereo not drawn)	-4	-3	0	-0.1	3	-6	20	-6	-1	16
CCOc1cc(C2NC(=O)c3ccccc3O2)ccc1OC (stereo not drawn)	-4	2	5	-0.9	-3	-12	11	-1	9	25
Cn1cc([N+](=O)[O-])c(C(=O)NCC(=O)O)n1	-6	-7	1	-0.2	-11	-10	6	-3	-8	22
CCCc1nc(NCc2ccccc2)c(C#N)c2c1CCCC2	-4	10	-10	0.0	-5	-26	36	-6	30	1
CCCCn1c(N)c(N(CC)C(=O)CSc2nnc(-c3ccco3)n2CC)c(=O)[nH]c1=O	x	0	-18	-0.3	2	x	-5	x	20	-3
COCCCNC(=O)C(=O)NC1CCCCC1C (stereo not drawn)	1	-5	-5	-1.0	-5	-39	4	0	-15	0
(list continues)
SMILES	HSP90 refold inh	HSF1 inh	Platelet DG rel	HIF activator	HDAC3 inhib	KLF5 inhibitor	aSyn UTR inh	IEC-6 tox	HSF-1 act	AI-2 QS mod
Cc1oc(-c2cccc(Cl)c2)nc1CS(=O)(=O)CC(=O)NCc1ccco1	-4	8	7	0.2	-1	-13	-6	3	-15	9
Cc1ccc(-n2c(N)c(C(=O)Nc3ccccc3F)sc2=S)cc1C	-1	-2	-1	0.1	9	-22	15	6	-12	17
O=C(O)COc1ccc(/C=C/c2nc(-c3ccccc3O)n[nH]2)cc1	-3	0	0	1.2	4	-32	11	1	-7	9
CCCNS(=O)(=O)c1ccc(OCC(=O)Nc2ccc3c(c2)OCO3)cc1	4	3	0	-0.6	1	-13	21	-3	23	38
CCn1c(COc2ccccc2C(N)=O)nc2ccccc21	-1	4	15	-0.1	4	-14	-3	5	-4	17
NC(=O)c1sc(=S)n(-c2ccc(Br)cc2)c1N	5	-8	-20	x	7	-30	-11	2	-4	11
Cc1cc(=O)[nH]c2ccc(Cl)cc12	-1	-3	-3	-1.8	-3	-13	31	0	-21	13
Cc1cccc(C(=O)c2cccc(C)c2)c1	0	-1	-9	0.3	-10	-3	-2	3	-8	13
COc1cc(-c2nnc(COc3ccc4ccccc4c3)o2)cc(OC)c1OC	4	-4	5	-0.5	9	-18	28	4	12	4
C=CCNC(=O)c1c(-c2c(F)cccc2Cl)noc1C	0	-2	4	-1.0	-3	-11	18	-6	2	22
NC(=S)N/N=C/c1ccc(-c2ccccc2)o1	4	2	1	1.4	12	-23	-8	-3	-3	u
